# Compound activity from PubChem BioAssay.
# EPAC1 antagonist: qHTS for Antagonist of cAMP-regulated guanine nucleotide exchange factor 3 (EPAC1): primary screen; 0.14% of 360,000 active; Potency, µM (doses to about 115 µM), for inactives: top-dose activity change, negative = inhibition, hits mostly inhibitors; EPAC1 GEF assay, Rap1b-BODIPY-GDP exchange fluorescence; AID 720709, 2013; Rap guanine nucleotide exchange factor 3 (Homo sapiens), O95398;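 also: potency is read from the fitted curve at half-maximal effect; plate controls were vehicle for no effect and positive control for full effect; nearly all actives have a fitted effect of over 50% in size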
# PI5P4Ka inh: qHTS for Inhibitors of phosphatidylinositol 5-phosphate 4-kinase (PI5P4K); AID 652105, 2013; max response, %; PI5P4Kalpha enzyme, ADP-Glo luminescence, 60 min; stronger effect = lower value; Phosphatidylinositol 5-phosphate 4-kinase type-2 alpha (Homo sapiens), P48426; 1.2% of 330,000 active; active = max response of -50% or lower; inconclusive = between -30% and -50%; inactive = -30% or higher; also: value at the top dose of about 77 µM; % is scaled to controls: 0 for no effect and ±100 for the full control effect
# Target sequence (P48426 whole entry, looked up): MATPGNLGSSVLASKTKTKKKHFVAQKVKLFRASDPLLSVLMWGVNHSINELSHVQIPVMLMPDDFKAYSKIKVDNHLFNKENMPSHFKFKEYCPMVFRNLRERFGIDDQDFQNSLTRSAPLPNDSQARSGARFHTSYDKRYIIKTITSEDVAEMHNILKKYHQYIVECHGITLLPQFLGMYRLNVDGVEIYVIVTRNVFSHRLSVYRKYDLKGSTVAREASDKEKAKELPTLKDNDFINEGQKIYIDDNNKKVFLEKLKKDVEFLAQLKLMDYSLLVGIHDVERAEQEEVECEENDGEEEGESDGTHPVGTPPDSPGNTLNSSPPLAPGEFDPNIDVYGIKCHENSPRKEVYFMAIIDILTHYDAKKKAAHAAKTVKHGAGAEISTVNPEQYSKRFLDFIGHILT
#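 Enzyme plus substrate dispensed, test compounds pinned in, then ATP (5 microM final) added. After 60 min at RT, ADP-Glo reagent 1 for 45 min and reagent 2 for 30 min preceded luminescence imaging.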
# Abeta yeast res: qHTS for compounds that reverse cellular toxicity of Amyloid beta (A-beta) peptide in yeast: Primary Screen | Potency, µM (doses to about 46.1 µM), without a hit: top-dose growth rescue, usual class: activators | 0.063% of 410,000 active | yeast expressing A-beta42, growth rescue, OD600, 48 h; response scale: 0% DMSO, 100% iron-clioquinol control; also: potency is read from the fitted curve at half-maximal effect; nearly all actives have a fitted effect of over 55% in size
#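 Growth rescue measured by 600 nm absorbance after 48 h yeast culture at 30 C with compound. Values normalized between DMSO and an equimolar ferric chloride plus clioquinol control.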
# FUS suppressor: qHTS for Suppressors of FUS Proteinopathy: Primary screen using FUS-linked yeast assay. Potency, µM (top dose mostly 76.6 µM), inactives show at the top dose growth rescue (activation), most hits filed as activators. AID 1347120, 2019. 0.24% of 390,000 active. S. cerevisiae FUS-expressing, growth rescue, OD600, 24 h;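 also: potency is read from the fitted curve at half-maximal effect; plate controls were DMSO vehicle for no effect and reference control for full effect; nearly all actives have a fitted effect of over 55% in size; some results filed as inactive show a strong effect at the top dose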
#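 S. cerevisiae expressing FUS from galactose induction served as the toxicity model. Growth after 24hr at 30C, read as absorbance at 600 nm, indicates suppression of toxicity; compounds dosed at several concentrations.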
# EPAC1 ag: qHTS for Agonist of cAMP-regulated guanine nucleotide exchange factor 3 (EPAC1): primary screen; Rap guanine nucleotide exchange factor 3 (Homo sapiens), O95398; EPAC1 agonist qHTS, biochemical assay; response scale: 100% = response to 6.5 mM cAMP; Potency, µM (top dose mostly 154 µM), without a hit: top-dose activation, most hits filed as activators; 0.073% of 360,000 active; also: potency is read from the fitted curve at half-maximal effect; nearly all actives have a fitted effect of over 60% in size
#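 Multi-concentration qHTS readout: loss of Rap1B-bound BODIPY-GDP fluorescence driven by 100 nM EPAC1 with excess GDP (50 uM), monitored kinetically at room temperature; agonist response expressed relative to 6.5 mM cAMP.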
# IL-2 act: qHTS of IL-2 Activators; IL-2 activation reporter assay, cell-based qHTS; stimulated with anti-CD3/CD4/CD28 beads; in transgenic mouse T cells; activation, % (series mostly up to about 46 µM); 0.065% of 360,000 active; AID 652025, 2013; in the data active = activation above about 50%; inconclusive = mostly about 30% to 49%; also: 0% is about no effect
#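 Readout is EGFP and DsRed signal by fluorescent plate cytometry after 18 h at 37 degrees C. Transgenic mouse T cells (750/well) received compound for 60 min before bead stimulation (anti-CD3, anti-CD4, anti-CD28); memory T cells served as non-tolerant control.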
# WRN inhibitor: qHTS for Inhibitors of WRN Helicase | Bifunctional 3'-5' exonuclease/ATP-dependent helicase WRN (Homo sapiens), Q14191 | Potency, µM (highest dose often 114 µM), without a hit: top-dose activity change, negative = inhibition, most hits filed as inhibitors | AID 651768, 2012 | WRN helicase unwinding, fluorescent forked duplex, kinetic | 0.46% of 360,000 active; also: potency is read from the fitted curve at half-maximal effect; % is scaled to controls: 0 for no effect and ±100 for the full control effect; nearly all actives have a fitted effect of over 55% in size
#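 Fluorescence dequenching readout, ex 525 nm/em 598 nm, kinetic mode: forked duplex DNA (100 nM final) with adjacent fluorophore and quencher unwound by WRN (20 nM final) with 2 mM ATP. Compound preincubation 15 min, room temperature.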
# PLK1 PBD block: qHTS for Inhibitors of PLK1-PDB (polo-like kinase 1 - polo-box domain): Primary Screen; 2.8% of 360,000 active; Potency, µM, inactives show max response, negative = inhibition, most hits filed as inhibitors; Plk1 PBD binding of FITC phosphopeptide, fluorescence polarization; Serine/threonine-protein kinase PLK1 (Homo sapiens), P53350; also: potency is read from the fitted curve at half-maximal effect; series mostly up to about 57 µM; % is scaled to controls: 0 for no effect and ±100 for the full control effect; nearly all actives have a fitted effect of over 65% in size
# Target sequence (P53350 whole entry, looked up, the tested form may be a part): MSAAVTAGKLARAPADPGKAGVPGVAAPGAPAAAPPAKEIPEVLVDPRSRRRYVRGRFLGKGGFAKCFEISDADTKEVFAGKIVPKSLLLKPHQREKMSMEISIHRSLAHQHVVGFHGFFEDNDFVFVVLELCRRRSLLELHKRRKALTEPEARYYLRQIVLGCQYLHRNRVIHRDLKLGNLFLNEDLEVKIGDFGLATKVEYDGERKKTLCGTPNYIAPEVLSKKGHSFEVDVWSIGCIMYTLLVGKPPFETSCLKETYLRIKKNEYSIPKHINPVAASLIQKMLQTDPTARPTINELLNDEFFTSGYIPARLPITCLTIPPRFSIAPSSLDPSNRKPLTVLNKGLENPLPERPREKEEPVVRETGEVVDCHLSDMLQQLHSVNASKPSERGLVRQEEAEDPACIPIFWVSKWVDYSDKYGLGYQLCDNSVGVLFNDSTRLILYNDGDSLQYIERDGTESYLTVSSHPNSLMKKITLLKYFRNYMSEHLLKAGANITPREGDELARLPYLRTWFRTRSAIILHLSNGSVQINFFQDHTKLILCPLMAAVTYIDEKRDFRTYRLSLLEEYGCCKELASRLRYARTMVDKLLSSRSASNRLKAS
# * marks the source's active call; other numbers are inactive results; ? = inconclusive; · = not tested or not shown; & = joins results of further samples; [ ] = remark or other dose. Unless noted, calls follow the shape of the dose curve; as a rule, active = well fitted curve in the direction sought with a large enough effect; inconclusive = small, poorly fitted or top-dose-only effect, or another doubt; inactive = no such curve, though single readings can be large; an effect the other way counts as inactive or inconclusive.
SMILES,EPAC1 antagonist,PI5P4Ka inh,Abeta yeast res,FUS suppressor,EPAC1 ag,IL-2 act,WRN inhibitor,PLK1 PBD block
O=c1c2ccccc2sn1-c1ccc(S(=O)(=O)N2CCCC2)cc1,3%,·,6%,-6%,9%,-1.6,-9%[57.1 µM],1.1µM*
CCN1CCN(c2nc3c(c(=O)[nH]c(=O)n3C)n2CCCSc2ncccn2)CC1,-8%,-1,0%,-15%,5%,-0.6,1%,-8%
COc1ccccc1OCCNc1cc(N2CCOCC2)ccc1[N+](=O)[O-],-6%,·,18%,36%,4%,-2.3,-6%,-5%
C=CCn1c(NCc2ccc(OC)cc2O)nc2ccccc21,3%,1,16%,-12%,4%,-0.2,-6%,1%
CCOc1cccc2sc(=NC(=O)c3ccc(S(=O)(=O)N4CCOCC4)cc3)n(C)c12,-12%,·,-15%&9%,10%&19%,-1%,-2.7,0%,-7%
CSCC[C@H](NC(=O)[C@@H]1Cc2ccccc2CN1)C(=O)NC1CCCC1,3%,1,13%,23%,-6%,1.1,-1%[57.1 µM],1%
CC(C(=O)NC1CCCC1)n1c(C2CCCC2)nc2ccccc21 (stereo unspecified),-13%,-3,0%,-2%,0%,0.4,2%,-8%
Cc1cc2oc(=O)cc(CN3CCN(S(=O)(=O)c4ccc5c(c4)OCCO5)CC3)c2cc1C,-4%,·,-3%,23%,12%,-0.5,1%,-3%
CCOC(=O)/C(O)=C/c1ncc(C(F)(F)F)cc1Cl,-16%,3,27%,-5%,-5%,-0.1,-16%,-9%
Cc1cccc2c1nc(-c1ccccc1)n1cnnc21,-8%,-3,11%,20%,-4%,-2.3,-5%,-6%
COc1ccc(NC(C)=O)cc1NC(=O)CN1CCN(C(=O)c2ccco2)CC1,4%,·,-19%,29%,2%,-2.3,-26%,-2%
CCCNC(=O)COc1nc2ccccc2nc1N1CCOCC1,4%,14,2%,·,5%,1.7,-6%,-2%
CCOC(=O)COc1ccc(/C=C2/SC(=Nc3ccccc3)N(Cc3cccnc3)C2=O)cc1OC,-1%,8,28%,46%,7%,0.1,-3%,0%
O=C(CN1CCCC1)N1CCCC(c2ccc(F)cc2)c2ccc(F)cc21 (stereo unspecified),-1%,1,9%,24%,-2%,0.4,-25%[57.1 µM],6%
O=C(COC(=O)c1ccccc1Nc1ccccc1)NCc1ccco1,-5%,-2,-6%,34%,1%,-2.0,11%,-13%
CCC1=C2CC[C@H]3C(=O)N(c4ccccc4)C(=O)[C@H]3[C@H]2[C@@]2(C)C(=NCC3CC3)OC(=O)N2C1=O,-8%,7,7%,-3%,5%,0.2,-1%,-1%
Nc1ccccc1C(=O)Nc1nccs1,-18%,1,3%,25%,-7%,-0.1,-12%,-2%
CN(C)c1ccc(C(=S)N2CCN(c3ccc([N+](=O)[O-])cc3)CC2)cc1,7%,-20,-5%,-8%,4%,-1.8,-18%,11µM*
CC(C)(C)OC(=O)NCCc1n[nH]c(=S)o1,13%,-7,3%,-20%,4%,-0.8,10%,-3%
CCCCOC(=O)c1ccc(NC(=O)C(=O)NCc2ccncc2)cc1,7%,1,4%,·,-6%,-4.9,13%,-17%
Cc1ccccc1C1CC(=O)Oc2cc(O)ccc21 (stereo unspecified),42%[activator],-5,-3%,-9%,?,0.7,22%,17µM*
Cc1cc(C)cc(C(=O)NCC(=O)OCC(=O)N2CCCC2)c1,-13%,-8,-4%,-6%,12%,-1.0,-4%,1%
CCOC(=O)c1cccc(NC(=O)COc2ccc([N+](=O)[O-])cc2)c1,-6%,·,3%,0%,16%,4.9,-22%,?
CCOC(=O)c1ccc(-n2c(C)nc3c(cnn3-c3ccccc3Cl)c2=O)cc1,5%,1,4%,15%,6%,-0.3,-2%,-4%
CCc1ccc2c(CN3CCc4ccccc43)cc(=O)oc2c1,9%,-4,-9%,21%,7%,-1.6,1%,-4%
Cc1ccc(C(=O)OCC(=O)NCc2cccs2)c(C)c1,-9%,3,12%,6%,-1%,-2.4,-3%,-14%
COc1ccc2nc(C)[nH]c(=O)c2c1,7%,-5,7%,-11%,-6%,0.6,-1%,0%
COC1=C(c2ccccc2)C(=O)c2ccccc2C1=O,23%,3,-95%[inhibitor],13%,-1%,-1.5,-28%,?
CCCC(=O)Nc1nnc([C@H]2C[C@H](O)[C@@H](CO)O2)s1,-11%,7,-14%,-19%,17%,-0.4,1%,-4%
CN(CC(=O)Nc1ccccc1Cl)C(=O)c1ccc(N2CCCCCC2)c([N+](=O)[O-])c1,-3%,5,18%,21%,-3%,1.0,-8%,-1%

# Complete entries as entered above.
# `Cc1ccccc1C1CC(=O)Oc2cc(O)ccc21` (stereo unspecified) is entered as EPAC1 antagonist: 42%[activator]; PI5P4Ka inh: -5; Abeta yeast res: -3%; FUS suppressor: -9%; EPAC1 ag: ?; IL-2 act: 0.7; WRN inhibitor: 22%; PLK1 PBD block: 17µM*
# `CCOC(=O)c1ccc(-n2c(C)nc3c(cnn3-c3ccccc3Cl)c2=O)cc1` is entered as EPAC1 antagonist: 5%; PI5P4Ka inh: 1; Abeta yeast res: 4%; FUS suppressor: 15%; EPAC1 ag: 6%; IL-2 act: -0.3; WRN inhibitor: -2%; PLK1 PBD block: -4%
# `CCCCOC(=O)c1ccc(NC(=O)C(=O)NCc2ccncc2)cc1` is entered as EPAC1 antagonist: 7%; PI5P4Ka inh: 1; Abeta yeast res: 4%; FUS suppressor: ·; EPAC1 ag: -6%; IL-2 act: -4.9; WRN inhibitor: 13%; PLK1 PBD block: -17%

# (next part)
SMILES,EPAC1 antagonist,PI5P4Ka inh,Abeta yeast res,FUS suppressor,EPAC1 ag,IL-2 act,WRN inhibitor,PLK1 PBD block
CC(C)(C)N(Cc1ccccc1)C(=O)COC(=O)C1CC(=O)N(Cc2ccccc2)C1 (stereo unspecified),-10%,-1,2%,32%,-1%,-2.1,-12%,-8%
Cc1ccc(OCCNC(=O)c2ccc3c(c2)OCO3)cc1,-27%,5,0%,3%,1%,-1.4,-14%,-3%
C#CCOCCOCCOCCNc1nc(N2CCN(C(=O)CCCCCCCCCCNC(=O)[C@H](CCCCN)n3cc(CCCC(=O)O)nn3)CC2)nc(N2CCN(C(=O)CCCCCCCCCCNC(=O)[C@H](CCCCN)n3cc(CCCC(=O)O)nn3)CC2)n1,1%,-56*,-8%,?,3%,0.1,1%,-21%
CCN(CC)S(=O)(=O)c1cccc(NC(=O)CN(C)C2CCCCC2)c1,-12%,7,-2%,8%,5%,-2.9,-8%,-4%
Cn1c(/C=N/NC(=O)c2ccccc2Br)nc2ccccc21,7%,·,-1%,6%,2%,-0.8,-3%,-2%
Cc1ccc(Oc2ccc3c(c2)C(=O)N(c2ccc(S(=O)(=O)Nc4nccs4)cc2)C3=O)cc1,-18%,·,18%,15%,12%,-3.0,?,?
COc1cccc2cc(-c3csc(CCn4nc(C)cc4C)n3)c(=O)oc12,-27%,-16,-5%,32%,7%,-3.3,-6%,-27%
O=C(CC1Sc2ncnn2C1=O)Nc1ccc(Br)cc1 (stereo unspecified),-35%,?,-91%[inhibitor],8%,-4%,0.5,-8%,-29%
CN(CC(=O)N1CCN(c2ccccn2)CC1)S(=O)(=O)c1ccc(Cl)cc1,21%,-1,2%,15%,5%,-0.4,11%,-3%
COc1cccc(-c2ncc3ccccn23)c1,1%,12,13%,13%,0%,0.2,-11%,1%
CCCCNc1oc(-c2cccs2)nc1S(=O)(=O)c1ccccc1,-2%,·,5%,28%,20%,-0.6,-11%,-19%
O=C(N[C@@H](Cc1c[nH]c2ccccc12)C(=O)O)C1CCN(S(=O)(=O)c2ccc(Cl)cc2)CC1,-2%,-1,1%,20%,-5%,-2.7,2%,-5%
C[C@@H](C(=O)NCCCCCC(=O)O)n1nnc2ccccc2c1=O,-9%,1,-7%,2%,4%,-2.6,1%,-16%
CC1(C(=O)NCc2cccc3ccccc23)CCN1Cc1cc2ccccc2o1 (stereo unspecified),-11%,25,19%,9%,5%,-0.8,-7%,-6%
CC(C)(C)NC(=O)NC12CC3CC(CC(C3)C1)C2,-7%,-3,4%,-31%,14%,-2.5,5%,-13%

# The closing 3 records of the section before lead into the next.
SMILES,EPAC1 antagonist,PI5P4Ka inh,Abeta yeast res,FUS suppressor,EPAC1 ag,IL-2 act,WRN inhibitor,PLK1 PBD block
C[C@@H](C(=O)NCCCCCC(=O)O)n1nnc2ccccc2c1=O,-9%,1,-7%,2%,4%,-2.6,1%,-16%
CC1(C(=O)NCc2cccc3ccccc23)CCN1Cc1cc2ccccc2o1 (stereo unspecified),-11%,25,19%,9%,5%,-0.8,-7%,-6%
CC(C)(C)NC(=O)NC12CC3CC(CC(C3)C1)C2,-7%,-3,4%,-31%,14%,-2.5,5%,-13%
O=C(NNC(=O)c1ccncc1)Nc1ccc(Cl)cc1,0%,-1,-6%,·,2%,-4.6,4%,-1%
COC(=O)c1[nH]c2cccc(C)c2c1NC(=O)CN1CCN(c2ccccc2OC)CC1,-22%,6,24%,9%,3%,-0.6,-7%,-2%
Cc1ccc(-n2nnc(-c3cnc4ccccc4c3)n2)cc1,5%,-17,4%,-27%,-4%,-0.5,-2%,-19%
O=C(c1ccc2c(c1)N(Cc1ccccc1)CCS2)N1CCOCC1,-36%,-2,·,23%,10%,-0.2,1%,-19%
CCC(C(=O)N1CCOCC1)n1c2ccccc2c2nc(=O)cc(C)n21 (stereo unspecified),4%,0,11%,-10%,7%,0.7,-1%,-1%
COc1cccc(-c2noc(-c3cccs3)n2)c1,-7%,12,-22%,4%,9%,-3.1,-1%,-7%
Nc1ccc2nc(C(F)(F)F)[nH]c2c1,-17%,4,3%,1%,7%,-0.8,6%,-12%
